# H37Rv inhibition = M. tuberculosis growth inhibition, HTS (AID 449762); M. tuberculosis H37Rv growth inhibition, 7H9 media; higher % means a stronger effect; 330,000 tested, 0.59% active; inhibition, % at 25 µM; hits with a dose series show IC50 in µM; in the data active = a potency from the dose series; inconclusive = inhibition above about 70% without an active follow-up result;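 also: bacterial growth assessed after seven days of incubation; strong numbers were not always called active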
# VEEV TC-83 Vero = inhibitors of VEEV TC-83 cytopathic effect, confirmation, Vero cells (AID 588727). Vero cells, VEEV TC-83 cytopathic effect inhibition; higher % means a stronger effect. one-dose inhibition, % at 20 µM; IC50 in µM for titrated hits. 350,000 tested, 0.13% active; in the data active = a potency from the dose series; inconclusive = inhibition mostly from about 14% at the one dose, without a potency; inactive = the rest, 99 in 100 with inhibition below about 12%; also: strong numbers were not always called active
# M. tuberculosis = growth inhibition of non-replicating M. tuberculosis (AID 488890); Mycobacterium tuberculosis non-replicating, growth inhibition; higher % means a stronger effect; one-dose inhibition, % at 25 µM; IC50 in µM for titrated hits; 320,000 tested, 0.39% active; in the data active = a potency from the dose series; inconclusive = inhibition mostly from about 82% at the one dose, without a potency; inactive = the rest, 99 in 100 with inhibition below about 76%;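 also: plate controls were DMSO cells for no effect and high antibiotic wells for full effect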
# H1N1 NS1A inhibition = H1N1 influenza NS1A inhibitors, functional cell based assay (AID 504329); NS1A functional cell-based assay, percent inhibition; higher % means a stronger effect; inhibition, % at 12.5 µM; hits with a dose series show IC50 in µM; 340,000 tested, 0.3% active; in the data active = a potency from the dose series; inconclusive = inhibition above about 27% without an active follow-up result; also: strong numbers were not always called active
# PhoP GFP inhibition = Inhibition of PhoP regulon, Salmonella typhi GFP reporter cells, confirmation, 4 h (AID 1850). Salmonella Typhi PhoP-promoter GFP reporter, fluorescence, 4 h; higher % means a stronger effect. inhibition, % at 50 µM; hits with a dose series show IC50 in µM. 310,000 tested, 0.33% active; in the data active = a potency from the dose series; inconclusive = inhibition mostly from about 25% at the one dose, without a potency; inactive = the rest, 99 in 100 with inhibition below about 19%;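 also: 0% = induced wells with vehicle and 100% = uninduced wells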
# VEEV TC-83 Vero 10K pilot screen = second read-out of VEEV TC-83 Vero, no call of its own (marks repeat the call); inhibition, %; measured here: 10K pilot screen inhibition
# The depositor's hits bear a star; i = inactive; ? = inconclusive; / = no result given. Compounds were not picked by outcome. About 1.6% of those tested had a hit in this group.
SMILES,H37Rv inhibition,VEEV TC-83 Vero,M. tuberculosis,H1N1 NS1A inhibition,PhoP GFP inhibition,others
O=C(NCCCN1CCOCC1)C(=O)NCC1OCCN1S(=O)(=O)c1ccc(Br)cc1 (stereo unspecified),-8.6%,0.7%,4.5%,-1.9%,-6.0%,
COc1ccc(-c2csc3ncn(Cc4ccccc4)c(=O)c23)cc1,11.1%,3.6%,31.9%,-12.1%,-4.9%,
N#CC(C#N)=Cc1cc2ccccc2nc1N1CCCCC1,0.3%,i,?,18.1%,2.7%,
O=C(CN1CCC(NC(=O)Cc2ccccc2)CC1)Nc1cccc2ccccc12,-9.7%,i,-4.0%,-1.3%,3.1%,
O=C(CCC(=O)OCC(F)(F)C(F)F)Nc1ccc(F)cc1F,1.1%,1.1%,-28.1%,-5.4%,-10.7%,
Cc1csc2ncc(C(=O)NCc3ccccc3Cl)c(=O)n12,-1.7%,1.8%,/,4.3%,-6.4%,
Cc1cccc2c1-c1sc(C(=O)N3CCc4ccccc4C3)cc1CO2,3.3%,i,/,4.7%,-2.9%,
COc1ccc([C@@H]2C[C@@H](c3ccccc3)Oc3cc(C)cc(C)c32)cc1,/,0.8%,/,-11.1%,/,
CC(C)N(Cc1nc(-c2ccccc2)no1)C(=O)CCCN1C(=O)c2ccccc2C1=O,-1.5%,0.7%,-6.3%,5.0%,-11.8%,
Cc1ccc(OCC(=O)Nc2ccc(N3CCOCC3)cc2)c([N+](=O)[O-])n1,-11.7%,2.0%,-3.7%,-1.5%,5.1%,
CC1(C)C(CO)=CC(=O)C2=C1SCC(=O)N2,-3.6%,0.4%,-12.3%,-1.9%,-10.4%,
CCN1CCN(c2ccc(Cl)cc2NC(=O)c2ccc(-n3nc(C)cc3C)cc2)CC1,12.4%,7.8%,76.2%,4.8%,/,
Cc1nc2ccccc2nc1CN1CCC(CO)(CC2CCCCO2)CC1 (stereo unspecified),-2.3%,0.6%,-25.9%,-5.2%,7.7%,
CC(=O)C1CCC2C3CCC4=CC(=O)C=CC4(C)C3C(=O)CC12C (stereo unspecified),/,i,/,0.8%,/,
COc1ccccc1-n1cnnc1SC1CCOC1=O (stereo unspecified),-5.7%,1.2%,-7.6%,-2.0%,0.9%,
CCCOC(=O)/C(=C\c1ccc([N+](=O)[O-])o1)NC(=O)c1ccccc1,11µM*,9.1%,57.8%,-6.4%,-9.0%,
COc1ccc(/C=C2\SC(=O)N(CCNC(=O)C3=COCCO3)C2=O)cc1,-9.9%,11.2%,-8.3%,-6.9%,6.1%,
Cc1ccc(NC(=O)c2ccc(F)cc2F)cc1,-7.5%,0.0%,43.0%,3.0%,14.6%,
CCOc1ccc(NC(=S)NN2C(C)CCCC2C)cc1 (stereo unspecified),-5.8%,0.7%,-1.0%,-2.2%,-1.9%,
O=c1cc(NCc2ccco2)[nH]c(=O)n1-c1ccc(Br)cc1,-5.5%,0.9%,-9.3%,-7.4%,10.6%,
CCN(CC)S(=O)(=O)c1ccc(NC(=O)CCC2CCCCC2)cc1,-2.2%,0.4%,27.9%,0.4%,-4.5%,
S=c1[nH]nc([C@@H]2C[C@H]2c2ccccc2)n1-c1ccccc1,5.2%,1.0%,-15.8%,-7.2%,-28.1%,
O=C(Nc1cccc(S(=O)(=O)N2CCCCC2)c1)c1ccc2c(c1)OCO2,5.8%,1.8%,15.8%,8.2%,11.9%,
CN(C)C1CCN(C(=O)c2cccc(OC3CCN(S(=O)(=O)N(C)C)CC3)c2)C1 (stereo unspecified),-6.5%,1.1%,5.0%,-5.3%,0.9%,
Cc1cc(S(=O)(=O)NC2CCCCC2)ccc1OCC(=O)NCC1CCCO1 (stereo unspecified),-2.0%,0.7%,-3.1%,-1.6%,-5.3%,
Cc1nnc(-c2cnn(C)c2N)n1Cc1ccc2c(c1)OCO2,-1.2%,0.4%,-3.0%,2.7%,3.1%,
COCCNC(=O)C12CC3CC(C1)CC(c1ccccc1)(C3)C2,-7.8%,i,6.8%,2.9%,4.9%,
C[C@H](NC(=O)c1ccccc1Cl)C(=O)OCc1cn2cc(Cl)ccc2n1,1.3%,0.1%,0.1%,-3.4%,2.4%,
CC1CCCC(C)N1CCCNC(=O)C1CCCN(c2ncnc3c2nc2n3CCCCC2)C1 (stereo unspecified),12.4%,i,-12.1%,8.9%,-26.6%,
O=C(CCn1c(=S)oc2ccccc21)Nc1cc([N+](=O)[O-])ccc1F,-3.5%,0.2%,-7.9%,-0.9%,0.9%,
CC[C@@]12C(=O)N(c3cccc(C)c3)C(=O)N1[C@H](c1ccc(OC)cc1)[C@@H]1C(=O)N(C(C)(C)C)C(=O)[C@@H]12,11.7%,0.4%,11.7%,-4.4%,-29.2%,
COCCN1C2=C(C(=O)CC(C)(C)C2)C(c2ccc(OC)c(OC)c2)C2=C1CC(C)(C)CC2=O,-2.3%,i,17.5%,-4.2%,0.8%,
O=C(OCc1cc2ccccc2[nH]c1=O)c1ccncc1,2.7%,1.6%,6.1%,-23.7%,-32.3%,
Cc1[nH]c2ccccc2c1C(c1ccccn1)c1c(C)[nH]c2ccccc12,5.8%,0.2%,45.4%,>100µM*,5.4%,
O=C(c1ccc2nccnc2c1)N1CCCC(N2CCN(c3ccc(F)cc3)CC2)C1 (stereo unspecified),1.5%,0.2%,8.1%,-0.4%,-18.1%,
COc1ccc(NC(=O)CSc2nnnn2C)cc1,-12.7%,0.6%,0.2%,-1.9%,-6.6%,
CC(C)[C@H](NC(=O)[C@H](Cc1ccccc1)n1c(=O)[nH]c2ccccc2c1=O)C(=O)N[C@@H](Cc1ccccc1)C(=O)O,-4.2%,2.3%,-8.4%,4.9%,-8.1%,
CSC1=C(C#N)C(c2ccc(C)cc2)C2=C(CCCC2=O)N1 (stereo unspecified),-6.1%,i,-6.3%,-0.7%,2.0%,
Cc1ccnc(NC(=O)c2ccc(Cl)c([N+](=O)[O-])c2)c1,19.8%,7.2%,?,2.8%,-5.9%,
CCN(CC(=O)Nc1ccc2c(c1)OCCO2)Cc1cc(=O)n2ccsc2n1,6.7%,2.2%,-3.9%,-5.0%,3.6%,
CCC(NS(=O)(=O)c1ccc(C)cc1)C(=O)N1CCN(c2ccccn2)CC1 (stereo unspecified),-10.5%,0.6%,-5.8%,3.1%,6.4%,
O=C(Nc1ccc(Cl)c(C(F)(F)F)c1)[C@@H]1CC=C[C@@H]2CCN(Cc3ccccc3)C(=O)[C@@H]21,5.7%,0.4%,-5.3%,-17.3%,-7.5%,
COc1ccc(/C=C/CN2CCC(n3nccc3NC(=O)C3CC3)CC2)cc1,-3.8%,3.7%,8.4%,-10.8%,-5.3%,
Cc1ccc(/C=C(\C#N)C(=O)Nc2ccccn2)o1,4.7%,1.6%,-5.8%,7.6%,7.5%,
COc1cccc(/C=C/C(=O)Nc2ccc3[nH]c(=O)[nH]c3c2)c1,8.5%,3.7%,-2.0%,2.5%,6.3%,
CC(=O)c1c(C)[nH]c(C(=O)NC2=NCCS2)c1C,-6.8%,8.1%,9.5%,7.9%,-3.9%,VEEV TC-83 Vero 10K pilot screen=5.5
CC(NC(=O)c1c(F)cccc1Cl)c1ccc(-n2ccnc2)cc1 (stereo unspecified),-4.7%,5.0%,14.4%,2.0%,1.4%,
COc1cccc(-n2c(SCC(=O)Nc3nc4ccccc4s3)nc3ccccc3c2=O)c1,5.5%,/,53.2%,/,2.6%,
CC(OC(=O)C1CSC2(C)CCC(=O)N12)C(=O)Nc1ccc(F)cc1 (stereo unspecified),-9.6%,i,-22.7%,-1.2%,/,
N#Cc1ccc(C(=O)Nn2cnnc2)cc1,-2.9%,i,-4.4%,-9.1%,-6.9%,
COc1ccc(NC2=C(C(C)=O)C(c3ccc4c(c3)OCO4)C(C(C)=O)C(C)(O)C2)cc1 (stereo unspecified),95.9%,2.7%,41.8%,9.9%,21.3%,
COc1cc(NCCCCCCCN)c2ncccc2c1,7.0%,i,55.3%,7.2%,-4.8%,
O=C(O)CCC(=O)NNC(=O)COc1ccc(Cl)cc1Cl,-2.1%,i,-1.0%,/,-3.9%,
Cn1c(O)c(C(=Nc2ccc(F)cc2)c2ccccc2Cl)c(=O)n(C)c1=O,-6.8%,2.7%,-0.9%,-1.0%,-20.4%,
Cc1ccc(N)c2c1OCCC2=O,-1.4%,0.2%,-12.3%,10.5%,-4.3%,
CCOC(=O)n1c(=O)n(C)c2ccc(Br)cc21,-9.6%,1.4%,-8.4%,6.1%,-1.1%,
Cc1nnc(NC(=O)c2cccc(F)c2)s1,-6.6%,5.0%,0.8%,-7.7%,-5.9%,
COc1ccc(S(=O)(=O)N2CCOCC2)cc1NC(=O)CN1CCCCCC1,-1.4%,1.7%,-5.1%,-0.5%,-4.5%,
O=C1CSC(=Nc2cccc([N+](=O)[O-])c2)N1,-2.7%,3.4%,17.5%,4.6%,0.6%,
O=C(O)CCCC(=O)Nc1cccc(C(=O)Nc2ccccc2C(=O)O)c1,-5.0%,0.7%,-5.3%,-2.3%,12.9%,

# 5 entries drawn at random from the list so far:
SMILES,H37Rv inhibition,VEEV TC-83 Vero,M. tuberculosis,H1N1 NS1A inhibition,PhoP GFP inhibition,others
COc1cccc(/C=C/C(=O)Nc2ccc3[nH]c(=O)[nH]c3c2)c1,8.5%,3.7%,-2.0%,2.5%,6.3%,
Cc1nnc(NC(=O)c2cccc(F)c2)s1,-6.6%,5.0%,0.8%,-7.7%,-5.9%,
Cn1c(O)c(C(=Nc2ccc(F)cc2)c2ccccc2Cl)c(=O)n(C)c1=O,-6.8%,2.7%,-0.9%,-1.0%,-20.4%,
COc1cccc(-n2c(SCC(=O)Nc3nc4ccccc4s3)nc3ccccc3c2=O)c1,5.5%,/,53.2%,/,2.6%,
CCOC(=O)n1c(=O)n(C)c2ccc(Br)cc21,-9.6%,1.4%,-8.4%,6.1%,-1.1%,

# Next part
SMILES,H37Rv inhibition,VEEV TC-83 Vero,M. tuberculosis,H1N1 NS1A inhibition,PhoP GFP inhibition,others
O=C1/C(=C\c2ccc(O)c(O)c2)N=C2CCCCCN12,-3.5%,i,5.1%,15.0%,1.9%,
Cc1cc(C)n2nc(C(=O)Nc3nccs3)nc2n1,3.3%,4.7%,3.0%,10.8%,-6.0%,
COc1cc(C)c(CNc2cccc(C)c2)cc1C,-3.9%,1.0%,-6.3%,6.9%,0.8%,
COC(=O)C(Cc1cnc(Cl)s1)(C(=O)OC)c1ccccc1[N+](=O)[O-],-9.9%,4.9%,2.3%,-5.2%,-2.2%,
CCCN=C1N(C)C[C@@H]2[C@@H]3C(=O)N(C)C(=O)[C@@H]3[C@](Cc3ccccc3)(C(=O)OC)N12,/,1.2%,/,13.9%,/,
CCOC(=O)c1sc(NC(=O)Cn2nnc3sc4c(c3c2=O)CCC(C(C)(C)C)C4)nc1C (stereo unspecified),46.5%,1.4%,51.8%,1.1%,-8.4%,
Cc1ccc(C)c(S(=O)(=O)N2CCN(C(=O)Cn3[nH]c(=O)c4ccccc4c3=O)CC2)c1,3.4%,1.0%,6.0%,-4.2%,7.3%,
CN(C(=O)/C=C/c1ccc2c(c1)OCO2)c1ccccc1,7.5%,4.8%,26.8%,0.2%,-17.0%,
Cc1cc(C)c(S(=O)(=O)Nc2ccccc2C(=O)N2CCOCC2)c(C)c1,3.4%,2.3%,14.5%,-4.8%,4.5%,
CCOC(=O)c1[nH]c(C)c(C(=O)OCC(=O)NCc2ccc(OC)c(OC)c2)c1C,6.2%,7.4%,14.8%,6.0%,/,
COc1ccc(S(=O)(=O)N2CC(=O)Nc3ccccc32)cc1C,0.6%,1.3%,13.6%,-6.3%,-5.1%,
N#Cc1ccccc1Cn1c(=O)n(C2CCCC2)c(=O)c2ccccc21,6.9%,5.3%,32.8%,7.5%,-11.9%,
CC(C)(C)OC(=O)N1CCC(CC2CC(c3ccccc3)=NO2)(C(=O)O)CC1 (stereo unspecified),11.7%,i,4.4%,-16.8%,13.1%,VEEV TC-83 Vero 10K pilot screen=0.2
C/C(N)=C(/C#N)C(=O)COC(=O)c1ccncc1,2.2%,2.0%,5.2%,0.5%,-2.0%,
COC(CNC(=O)c1cn(C)c2ccc(S(=O)(=O)N3CCOCC3)cc2c1=O)OC,5.8%,1.1%,-1.4%,-6.5%,10.9%,
Cc1ccc(NC(=O)C2Cc3ccccc3C(=O)O2)cc1 (stereo unspecified),0.8%,1.9%,-1.2%,-1.7%,17.3%,
COC(=O)C(NC(=S)N1CC2C[C@@H](C1)Cn1c2cccc1=O)C(C)C (stereo partly specified),/,0.7%,/,-12.3%,/,

# Assay outcomes: PubChem BioAssay, Southern Research Specialized Biocontainment Screening Center
